# RAD52 anneal inh – blocks human RAD52 DNA annealing; recombinant RAD52 DNA annealing, FRET fluorescence; AID 651710; P43351; inhibition, % at 18.7 µM; 0.46% of 360,000 active;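 active = every replicate showing at least 50% inhibition; inconclusive = mean inhibition at least 50% but not in every replicate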
# XiGFP reactiv – activators of X-chromosome reactivation in mouse fibroblasts; XiGFP mouse fibroblasts, % GFP-positive cells imaging, 3 d; cells co-treated with 5-aza-dC sensitizer; scaled so ellipticine positive control = 100%; activation, % at 7.58 µM; 0.055% of 360,000 active; AID 743238;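 active = mean normalized replicate activation at least 10% and every replicate at or above 10%; inconclusive = only one of the two criteria met; inactive = mean below 10% and not all replicates reach 10%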;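 also: 0% = median of on-plate neutral control wells and 100% = ellipticine 6 µM median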
#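 System: 68-5-11 XiGFP fibroblast line | Buffer or medium: DMEM containing 5-aza-dC | Compound: Single point | Times: Compounds 3 days, fix/stain 15 min at room temperature | Benchmarks: Positive control ellipticine, 6 µM final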
# FN deposition inh – fibronectin deposition inhibition; AH1F fibroblasts, Alexa488-fibronectin deposition fluorescence, overnight; inhibition, % at 12.6 µM; 0.086% of 350,000 active; AID 743247;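 active = mean inhibition across replicates of 30% or more, regardless of how many single replicates reach that level; inconclusive = mean under 30% yet at least half of replicates reach 30%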;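 also: positive control wells lacked labelled fibronectin entirely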
#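 Measured by – fluorescence 485/525 nm · System – AH1F fibroblast monolayer, labelled fibronectin deposition · Amount – 10000 cells per well · Buffer or medium – serum-reduced DMEM (2% serum) · Doses – single dose, pinned · Also added – fluorescent fibronectin at 24 nM final · Schedule – 1 h cell attachment, overnight exposure to compound and label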
# S100A4 MyoIIA – blocks human S100A4 binding to myosin IIA peptide; S100A4/TAMRA-MyoIIA peptide fluorescence polarization; inhibition, % at 10.7 µM; AID 652163; 0.14% of 360,000 active; P26447;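 active = mean inhibition of at least 70% across replicates, with every replicate also reaching that level; inconclusive = mean inhibition reaches 70% but some replicates fall short; inactive = mean inhibition below 70%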
# Target sequence (P26447 whole entry, looked up): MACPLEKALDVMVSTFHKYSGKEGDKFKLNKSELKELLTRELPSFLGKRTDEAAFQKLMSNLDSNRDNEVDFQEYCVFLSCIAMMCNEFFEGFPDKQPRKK
#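 Material: human S100A4 monomer with TAMRA-labelled myosin IIA peptide; buffer or medium: HEPES pH 7.2 with CaCl2, KCl, NaCl, DTT, Triton; compound dosing: one concentration per compound; schedule: 5 min incubation before reading; benchmarks: neutral control DMSO, positive control TFP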
# esBAF inh – SWI/SNF esBAF complex inhibition; mouse ES cells, Bmi1-luciferase knock-in reporter, 24 h; 100% = twice the neutral-well signal; reporter increase, % at 12.5 µM; 2% of 350,000 active; AID 602393; in the data active = activation above about 40%; inconclusive = no clear call, values can overlap the other calls;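 also: 0% = median of the plate's neutral control wells and 100% = double that signal; a rise in the Bmi1 reporter signal indicates esBAF inhibition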
# E-sel inducer – E-selectin induction on HUVECs. HUVEC E-selectin immunofluorescence imaging; normalized: neutral wells 0, TNF-alpha wells 100. activation, % at 7.58 µM. P16581. 0.37% of 260,000 active;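 active = mean E-selectin-positive cell signal at least 10% of the positive control, reached in at least 60% of replicates, without over 20% cell loss; inconclusive = no rule given, readout overlaps actives, possibly toxicity-flagged; inactive = the rest, including those meeting only one limit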;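 also: in these data hits start at about 27%; measured in HUVEC primary endothelial cells; signal is the percent of cells scored E-selectin positive by PE staining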
# Target sequence (P16581 whole entry, looked up): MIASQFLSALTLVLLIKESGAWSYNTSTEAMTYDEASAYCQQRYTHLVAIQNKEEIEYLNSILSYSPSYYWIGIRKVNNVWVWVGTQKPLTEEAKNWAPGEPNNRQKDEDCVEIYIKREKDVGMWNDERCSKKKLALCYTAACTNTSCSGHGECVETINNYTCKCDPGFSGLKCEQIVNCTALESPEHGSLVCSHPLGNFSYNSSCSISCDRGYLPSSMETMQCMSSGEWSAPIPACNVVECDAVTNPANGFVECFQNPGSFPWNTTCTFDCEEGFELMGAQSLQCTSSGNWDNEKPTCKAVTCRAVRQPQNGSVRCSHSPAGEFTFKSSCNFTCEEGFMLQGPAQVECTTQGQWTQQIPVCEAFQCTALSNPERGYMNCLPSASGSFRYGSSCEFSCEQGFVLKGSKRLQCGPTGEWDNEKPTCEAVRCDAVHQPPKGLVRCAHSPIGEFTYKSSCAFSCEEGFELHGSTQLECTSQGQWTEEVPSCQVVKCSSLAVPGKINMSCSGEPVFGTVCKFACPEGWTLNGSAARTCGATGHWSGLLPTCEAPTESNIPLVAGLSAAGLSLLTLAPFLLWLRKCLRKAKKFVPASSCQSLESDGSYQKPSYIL
#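 assay system = HUVEC, human umbilical vein endothelial cells | input = 3,000 HUVEC seeded per well | medium = EGM-2 growth medium on 0.1% gelatin-coated wells | dosing = one compound dose added by pin transfer | signal = immunofluorescence imaging | read-out basis = % PE-positive cells | control set = TNF-alpha, DMSO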
# EWS-Fli inh – inhibitors of EWS/Fli oncoprotein transcriptional activity | A673 NR0B1-luciferase reporter, viability-normalised | inhibition, % at 12.6 µM | 0.67% of 350,000 active;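 active = mean inhibition of at least 50% after viability correction, with every replicate also passing that limit; inconclusive = mean reaches 50% but only one of two replicates passes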;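 also: firefly luciferase signal divided by Alamar Blue viability fluorescence both relative to DMSO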
# RAD54 branch – blocks human RAD54 Holliday junction branch migration; Q92698; FAM/BHQ fluorescence; inhibition, % at 10.4 µM; 0.14% of 360,000 active; AID 602329;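 active = mean normalized replicate activity at least 40 and at least half of replicates scoring 40 or more; inconclusive = only one of the two criteria met; inactive = mean below 40 and under half of replicates reaching 40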;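 also: 0% = median of neutral control wells and 100% = median of positive control wells; inhibitors cause a drop in the FAM fluorescence signal; in these data hits start at about 50%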
# Active calls of the source: *; ? = inconclusive; / = not tested or not shown. No enrichment for hits; any-hit rate near 3%.
SMILES,RAD52 anneal inh,XiGFP reactiv,FN deposition inh,S100A4 MyoIIA,esBAF inh,E-sel inducer,EWS-Fli inh,RAD54 branch
COc1ccc(-c2nc3c(n2O)CCc2c-3no[n+]2[O-])cc1,-4,0.0,20,0,?,3.3,-29,-11
C[C@H](CO)N1C[C@H](C)[C@@H](CN(C)C(=O)CCCN(C)C)OCCCC[C@H](C)Oc2ccc(NC(=O)Nc3ccc(C(F)(F)F)cc3)cc2C1=O,/,-0.3,/,/,1,-0.2,-5,22
c1ccc(-c2nnc3n2N=C(c2ccc4c(c2)OCO4)CS3)nc1,-8,/,/,1,0,/,-3,10
CN(C)S(=O)(=O)c1cccc(NC(=S)N/N=C/c2cccc(O)c2)c1,-7,0.0,3,1,6,/,12,/
CN1C(=O)c2cc(NC(=O)C3CC3)ccc2OC[C@@H]2O[C@@H](CC(=O)NCc3cccc(F)c3)CC[C@H]21,/,0.3,-42,/,-2,0.3,3,-5
O=C(NCc1ccco1)c1cccc(S(=O)(=O)N2CCN(Cc3ccccc3)CC2)c1,-28,0.1,0,-16,/,0.3,-8,/
O=C(CCn1cnnn1)NC1CCCN(Cc2ccccc2F)C1 (stereo not given),-3,-0.1,/,7,1,0.1,4,-4
C[C@@H]1CN([C@H](C)CO)C(=O)c2cc(NS(=O)(=O)c3cccs3)ccc2O[C@@H]1CN(C)C(=O)Nc1ccc(F)cc1,-4,0.0,-4,-3,-1,0.0,-6,3
COC(=O)CC1C(C(=O)OC)ON2OC(C(=O)OC)C(C(=O)OC)C12 (stereo not given),-4,0.2,2,-5,-8,-0.1,-6,-4
Cc1ccc(-c2csc3nc(SCC(=O)Nc4ccc(Cl)c(C(=O)O)c4)[nH]c(=O)c23)cc1,-18,-0.1,9,-1,2,/,/,1
COCCn1c(SCC(=O)Nc2cc(C)nn2-c2ccccc2)nnc1-c1ccncc1,-8,0.0,3,-2,-2,/,-1,/
COCCNC(=O)C[C@H]1C[C@@H]2c3cc(NC(=O)c4ccc5c(c4)OCO5)ccc3O[C@@H]2[C@@H](CO)O1,-3,0.1,/,-1,-2,0.6,-6,-2
Cc1ccc(CNC(=O)CSc2ncn[nH]2)cc1,-9,0.1,-2,0,4,/,-6,-1
Cc1cc(O)cc(=O)n1-c1cccc([N+](=O)[O-])c1,-33,0.4,9,-2,/,0.1,-6,/
CC(=O)c1cccc(-c2ccnc3c2CC(C(=O)Nc2cccc(Oc4ccccc4)c2)O3)c1 (stereo not given),-1,-0.1,2,-2,0,-0.1,14,1
COc1cccc(CN2CCCCN3[C@H](CO)[C@@H](c4ccc(C#Cc5cccnc5)cc4)[C@H]3C2)c1,8,0.2,/,-5,-13,0.0,69*,6
Cc1ccc(S(=O)(=O)N2CCN(C(=O)CSc3ccc(Cl)cc3)CC2)cc1,-12,0.1,-8,3,8,-0.2,16,-5
O=C(CCc1nnc(-c2ccccc2)o1)NCC1CCN(C2CCCC2)CC1,-8,0.0,5,-3,/,/,-4,/
C[C@@H]1CN([C@H](C)CO)S(=O)(=O)c2ccc(C#C[C@@H](C)O)cc2O[C@H]1CN(C)Cc1ccccc1,-8,-0.4,-20,14,1,-0.3,3,4
Cc1ccc(Nc2c([N+](=O)[O-])ccc3nonc23)cc1C,-10,0.0,11,0,7,0.0,-8,4

# Complete entries, quoted from the list.
# Cc1ccc(-c2csc3nc(SCC(=O)Nc4ccc(Cl)c(C(=O)O)c4)[nH]c(=O)c23)cc1 in the list: RAD52 anneal inh = -18; XiGFP reactiv = -0.1; FN deposition inh = 9; S100A4 MyoIIA = -1; esBAF inh = 2; E-sel inducer = /; EWS-Fli inh = /; RAD54 branch = 1
# O=C(CCc1nnc(-c2ccccc2)o1)NCC1CCN(C2CCCC2)CC1 in the list: RAD52 anneal inh = -8; XiGFP reactiv = 0.0; FN deposition inh = 5; S100A4 MyoIIA = -3; esBAF inh = /; E-sel inducer = /; EWS-Fli inh = -4; RAD54 branch = /

# (next part)
SMILES,RAD52 anneal inh,XiGFP reactiv,FN deposition inh,S100A4 MyoIIA,esBAF inh,E-sel inducer,EWS-Fli inh,RAD54 branch
COc1cccc(C(=O)COc2ccccc2N2C(=O)C3C4C=CC(C4)C3C2=O)c1 (stereo not given),-5,0.0,0,0,/,/,6,/
COc1ccc(CCNC(=O)c2cc(Cl)nc3ccccc23)cc1,-6,-0.1,0,3,6,-0.4,7,10
O=C(CCCN1C(=O)c2ccccc2C1=O)NCCN1C(=O)S/C(=C\c2cccs2)C1=O,-23,-0.1,-3,4,/,-1.8,1,/
COc1ccccc1NC(=O)COC(=O)/C=C/c1ccc(OC)c(OC)c1,-14,-1.1,2,-16,0,0.5,7,0
O=C(O)c1cccc(S(=O)(=O)Nc2cc(Cl)ccc2Cl)c1,-17,-0.2,-4,-3,/,0.2,9,/
COc1ccc2cc(C(=O)C3CCCN(Cc4ccccn4)C3)ccc2c1 (stereo not given),-8,0.0,4,-24,-5,-1.7,1,16
O=C(C[C@@H]1CC[C@H]2[C@@H](COC[C@H](O)CN2Cc2cccc(C(F)(F)F)c2)O1)NCc1ccc(Cl)cc1,2,0.1,6,2,5,0.2,0,-3
O=C(O)c1ccccc1C(=O)Nn1cnnc1,-28,0.0,-3,-3,8,0.2,-4,2
Cn1cnnc1SCC(=O)NN(c1ccccc1)c1ccccc1,-9,0.2,9,46,/,/,-3,/
Cc1ccc(N2CC(C(=O)Nc3ncc([N+](=O)[O-])s3)CC2=O)cc1 (stereo not given),-7,0.2,-7,3,-2,-0.4,/,20
S=c1[nH]nc(COc2ccccc2)n1/N=C/c1ccc(Cl)cc1Cl,-10,0.0,-5,-2,1,0.0,4,9
Cc1ccc(CN(C)C2CCN(C)CC2)cc1,-9,0.0,7,4,-3,3.5,1,-5
N/C(=N\c1nc(CSc2ccc(Cl)cc2)cc(=O)[nH]1)Nc1ccccc1C(F)(F)F,-10,-0.6,9,-1,/,0.4,4,/
CCc1ccc(-c2csc3ncn(CC(=O)NCc4ccco4)c(=O)c23)cc1,-26,0.0,-11,-2,4,3.1,9,-1
Cc1cc(NC(=O)CCCn2nc([N+](=O)[O-])c(Cl)c2C)no1,0,/,4,-1,4,-0.4,6,/
CCN(CC)CCCn1c(=S)[nH]c2cc(Cl)ccc2c1=O,11,/,/,2,-2,/,-2,19
O=C(O)c1cccc(Oc2cccc(Cl)n2)c1,-12,0.1,2,4,-7,-1.8,-19,-8
O=[N+]([O-])c1ccccc1OCCN1CCOCC1,-8,0.3,-3,-5,-2,/,0,0
COc1cccc(CNC(=O)[C@@H]2[C@@H](CO)[C@@H]3Cn4c(cccc4=O)[C@H]2N3C(=O)C2CC2)c1,7,0.0,/,0,0,-0.4,-3,-7
C[C@H](CO)N1C[C@H](C)[C@@H](CN(C)S(C)(=O)=O)Oc2ccc(NC(=O)Nc3ccc(F)cc3)cc2CC1=O,0,0.3,-4,13,0,-0.1,-2,-7
O=C(Nc1ccc2c(c1)OCO2)N[C@H]1CC[C@H](CCNC(=O)C2CC2)O[C@H]1CO,6,-0.1,-4,-1,-1,-0.2,-56,9
CC(=O)Cn1nnc2sc(-c3ccccc3)cc2c1=O,-16,-0.3,5,-2,/,1.6,-35,/
C=CCNC(=O)[C@H]1[C@@H]2C(=O)O[C@@H](c3ccccc3)[C@@H](c3ccccc3)N2[C@@H](c2ccccc2OCCO)[C@]12C(=O)Nc1ccc(C#CCC(C(=O)OC)C(=O)OC)cc12,-2,/,/,2,/,/,54*,-9
Cc1ccc(S(=O)(=O)N[C@@H]2CC[C@H](CCNC(=O)Nc3ccc(Cl)cc3)O[C@H]2CO)cc1,11,-0.6,/,1,19,0.1,-12,5
COc1ccc(S(=O)(=O)Nc2ccc3c(c2)C(=O)N([C@H](C)CO)C[C@H](C)[C@@H](CN(C)S(=O)(=O)c2c(C)noc2C)OCCCC[C@H](C)O3)cc1,-24,0.1,7,5,7,/,10,-4
COC(=O)C1=C(C)N(Cc2ccccc2C(F)(F)F)C(=NCc2ccc(C(F)(F)F)cc2)NC1c1cccc(F)c1 (stereo not given),-6,0.2,0,5,/,-0.2,11,/
CCCCN(C(=O)c1cc(-c2ccc(F)cc2)nc2ccccc12)c1c(N)n(CCCC)c(=O)[nH]c1=O,-19,0.0,2,0,-19,0.0,26,0
O=C(C[C@@H]1C[C@H]2c3cc(NS(=O)(=O)c4ccc(F)cc4)ccc3O[C@H]2[C@H](CO)O1)NC1CCCCC1,6,0.0,/,-4,18,-0.4,2,-13
CC(C)CC#Cc1ccc2c(c1)O[C@H](CN(C)Cc1ccc3c(c1)OCO3)[C@@H](C)CN([C@@H](C)CO)S2(=O)=O,9,-0.1,2,6,-1,0.1,19,15
CCc1nc(SCC(=O)Nc2nnc(CC)s2)c2c(C)c(C)sc2n1,-22,/,/,-1,5,/,13,5
C[C@H](CO)N1C[C@H](C)[C@H](CN(C)Cc2cccnc2)Oc2ncc(-c3ccc(C#N)cc3)cc2C1=O,-4,0.0,0,-17,0,-0.1,1,-2
Cc1ccccc1OCC(O)CN1CCN(C)CC1 (stereo not given),-4,0.1,-5,-5,-3,0.2,-5,16
CCOC(=O)c1ccc(-c2ccc(C=O)o2)cc1,-45,0.0,-16,13,54*,-0.3,-55,/
N#C[C@H]1[C@@H](c2ccccc2)[C@@H](CO)N1C(=O)c1cc(Cl)cc(Cl)c1,1,0.0,10,-47,2,0.1,-4,10
CN(C1CCCCC1)S(=O)(=O)c1cccc2nsnc12,0,0.3,7,4,-6,/,-4,-6
CCCCN(C(=O)c1ccc(Cl)cc1)C1CC2CCC(C1)N2C (stereo not given),-1,-0.1,0,2,1,0.5,-4,2
COCC(=O)N1CC2(CN(C(=O)c3cccnc3)C2)c2c([nH]c3cc(OC)ccc23)[C@@H]1CO,7,0.1,/,8,/,-0.1,-2,/
CC(C)c1ccc(NC(=O)C2Cc3c(-c4cccc(F)c4)ccnc3O2)cc1 (stereo not given),0,0.0,7,2,0,0.1,-13,-10
CCN1CCN(c2ccc(S(=O)(=O)N3CCOCC3)cc2NC(=O)CCC(C)C)CC1,-5,0.0,-2,-3,3,/,8,3
O=C(C[C@H]1C[C@@H]2c3cc(NC(=O)NC4CCCC4)ccc3O[C@@H]2[C@H](CO)O1)NCCN1CCCCC1,3,0.2,2,2,10,-0.3,-8,0
Cc1ccc(-c2nc(C=Nc3cccc(C)c3)c(O)o2)cc1,-37,-0.1,-1,6,/,0.0,-7,/
O=C(COc1ccc2c3c(c(=O)oc2c1)CCCC3)NCC(O)c1ccccc1 (stereo not given),2,0.5,-23,-4,-2,/,-5,-3
COc1ccc(C2=NN(C(=O)CSc3nc(=O)n4ccc(C)cc4n3)C(c3ccc(C)cc3)C2)cc1 (stereo not given),-11,-0.1,5,2,9,/,17,-7

# From PubChem BioAssay
